Screens from PubChem.
FAS TE block: FAS thioesterase (human) inhibition; AID 602261; inhibition, % at 15 µM; P49327; hit rate 0.67% among 360,000; recombinant FAS-TE, OMFH fluorogenic substrate, fluorescence endpoint;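 active means compounds whose normalised, plate-corrected inhibition of enzyme fluorescence in the single-dose primary screen is 50% or more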;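 further: 0% = DMSO with enzyme and 100% = substrate without enzyme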
bovine MsrA act: bovine methionine sulfoxide reductase A activation; purified bovine MsrA, absorbance read-out; activation, % at 10.6 µM; hit rate 0.3% among 360,000; in the data active means activation above about 7.5%;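 further: 0% = vehicle and 100% = reference activator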
Neddyl block: cullin neddylation inhibition | P61081+Q13564 | TR-FRET cullin neddylation, biochemical | calls only at 25 µM | hit rate 0.58% among 360,000 | AID 651699; in the data active means inhibition above about 36%
SKN-1 block: blocks SKN-1 activity in C. elegans; C. elegans VP596 Pgst-4::GFP/RFP ratio, acrylamide-induced, 24 h; inhibition, % at 21.8 µM; hit rate 0.49% among 360,000; AID 624304;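 active means interference check ratio from 0.5 to 1.5 plus GFP to RFP signal ratio inhibition reaching or exceeding a fixed threshold, cut at about 30% in these data, passing the limit was not always enough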; further: some compounds called inactive have numbers as strong as hits
E coli Lon inh: inhibits E. coli Lon protease; hit rate 0.42% among 360,000; purified E. coli Lon protease, fluorescence polarization; AID 602123; P0A9M0; inhibition, % at 7.94 µM; in the data active means inhibition above about 13%, passing the limit was not always enough;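 further: 0% = enzyme with probe and DMSO and 100% = no enzyme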
MT1-MMP act inh: inhibitors of human MT1-MMP activation | GFP/RFP ratio change, % at 20 µM | hit rate 0.061% among 360,000 | HT1080 RFP-PRO-GFP cells, GFP/RFP ratio fluorescence, overnight; percent of plate control window, DMSO zero | P50281;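 active means GFP/RFP ratio change of at least 30% with cell ATP level not reduced by more than half and red fluorescence within 50% of control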; further: strong numbers were not always called active
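Assay system: HT1080 RFP-PRO-GFP cells. Benchmarks: DMSO vehicle wells and RFP-L50D-GFP reporter cell wells. Times: overnight cell settling, then overnight compound exposure, 37 °C, 5% CO2. Compound: 20 µM single dose, 1% DMSO. Read-out basis: GFP/RFP fluorescence ratio.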
Rin1-Abl PPI inh: inhibitors of human Rin1-Abl protein interaction. P00519+Q13671. TR-FRET Rin1/Abl binding, biochemical. inhibition, % at 7.35 µM. hit rate 0.4% among 360,000. AID 588664; in the data active means inhibition above about 5%, passing the limit was not always enough
PABP1 MLLE inh: blocks PAM2 peptide binding to the PABP1 MLLE domain. hit rate 0.36% among 360,000. inhibition, % at 20 µM. P11940. GST-MLLE / FITC-PAM2 fluorescence polarization; in the data active means inhibition above about 35%, passing the limit was not always enough;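 further: plate controls were DMSO wells with GST-MLLE for no effect and wells lacking GST-MLLE protein for full effect; some results filed as inactive read as strong as hits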
NRP1-CendR mod: alters CendR peptide binding to human NRP-1 | FAM-RPARPAR peptide binding to NRP-1, fluorescence polarization | AID 602438 | hit rate 0.85% among 360,000 | inhibition, % at 25 µM | O14786;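 active means inhibition or corrected inhibition above about 18%, plus a signal ratio from 0.5 to 1.5, limit read from the data, passing the limit was not always enough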; further: strong numbers were not always called active
Starred values were filed as active, the others as inactive; i = inactive; · = no result given.

smiles | FAS TE block | bovine MsrA act | Neddyl block | SKN-1 block | E coli Lon inh | MT1-MMP act inh | Rin1-Abl PPI inh | PABP1 MLLE inh | NRP1-CendR mod
CC(C)CC(=O)Nc1ccnn1C1CCN(C(=O)c2ccc(Cl)cc2F)CC1 | -2 | -2 | i | -9 | 4 | 2 | 2 | 5 | -4
CC(C)Cn1c(SCc2nnc(-c3cccs3)o2)nc(O)cc1=O | -1 | -4 | i | 19 | 9 | -9 | 1 | 9 | -5
Cc1ccc(S(=O)(=O)N2CCC(=O)N([C@H](COCc3cccc(C)c3)C(C)C)CC2)cc1 | 25 | -1 | i | -11 | -5 | 5 | · | · | -28
CC(C)(C)c1ccc(C(=O)NNC(=S)NCC2CCCO2)cc1 (configuration not stated) | -7 | -3 | i | 7 | -3 | 4 | 0 | -38 | 3
Cc1ccc(/C=C/C(=O)N2CCCC(C(N)=O)C2)o1 (configuration not stated) | -2 | -7 | i | -5 | 0 | 4 | -4 | -4 | 3
CCOC(=O)N1CCN(CCC(=O)Nc2ccc(F)c(F)c2)CC1 | -7 | -2 | i | 5 | -15 | 4 | 1 | 10 | 14
O=C(Cn1ncc2ccccc21)N1CCc2ccccc21 | -1 | 3 | i | -10 | -6 | -1 | 0 | -3 | -13
Cc1cc(C(=O)N2CCCC(C(=O)c3cc(F)ccc3F)C2)c(C)o1 (configuration not stated) | 0 | -8 | i | -1 | 0 | 5 | -5 | -7 | 6
CC(=O)Nc1nnc(-c2c(-c3c(Cl)cccc3Cl)noc2C)o1 | -6 | -6 | i | -6 | -3 | 2 | 0 | -50 | 6
CN(C)C(CNC(=O)CSc1nc2ccccc2c(=O)n1Cc1ccco1)c1ccccc1 (configuration not stated) | -2 | -2 | i | 5 | -12 | -9 | 4 | -73 | 4
CC(=O)Nc1ccc(S(=O)(=O)N2CCC(C(=O)NCc3ccco3)CC2)cc1 | -6 | -9 | i | 14 | -3 | 0 | -3 | -4 | 3
CN1CCCN(C(=O)/C=C/c2ccc(Cl)cc2Cl)CC1 | -1 | 7 | i | 3 | -1 | 4 | -2 | -10 | 2
CCc1ccccc1NC(=S)N1CCN(c2ccccn2)CC1 | -10 | -5 | i | 11 | 6 | 0 | -2 | -80 | -5
Cc1nc(N2CCOCC2)nc2c1CCC2 | -9 | -4 | i | 8 | 0 | 1 | -1 | -10 | 5
C=CCn1c(SCC(=O)NC2CCS(=O)(=O)C2)nnc1-c1ccc(Cl)cc1 (configuration not stated) | -5 | -4 | i | -8 | -7 | 0 | 2 | -31 | 14
CC(C)(O)CC[C@H](OC(=O)c1ccccc1)[C@](C)(O)[C@H]1CC[C@@]2(O)C3=CC(=O)[C@@H]4C[C@@H](O)[C@H](O)C[C@]4(C)C3CC[C@]12C (some centres not stated) | -1 | -3 | i | 15 | 10 | -1 | 5 | 0 | -9
O=C(CN1CCCN(S(=O)(=O)c2ccc(F)cc2)CC1)Nc1ccccc1Br | 12 | -2 | i | 1 | 5 | -1 | 5 | 5 | 1
COc1ccc(OCc2nn3c(-c4ccccn4)nnc3s2)cc1 | -6 | -9 | i | -4 | -3 | -3 | -1 | -2 | 3
COc1cc(NC(=O)C2CC(c3cccc(Br)c3)=NO2)cc(OC)c1OC (configuration not stated) | 15 | 0 | i | 1 | -6 | 1 | 0 | 1 | 10
CS(=O)(=O)N1CCN(c2cccc(Cl)n2)CC1 | -3 | -1 | i | 11 | -8 | -1 | 1 | 1 | 8
COc1cccc(CN(C)C(=O)c2cc(COc3ccc(-n4cncn4)cc3)on2)c1 | -5 | -3 | i | -19 | 5 | 1 | 4 | -4 | 0
COc1ccccc1N1CCN(C(=O)c2ccc(NC(C)=O)cc2)CC1 | -7 | -2 | i | -9 | 3 | 3 | 4 | -5 | -1
CC(Sc1nnc(COc2ccccc2)n1-c1ccccc1)C(=O)O (configuration not stated) | -8 | -3 | i | -7 | 0 | 1 | -3 | -70 | 2
Cn1cnc2nc(Cl)nc(Cl)c21 | 0 | -2 | i | 0 | 3 | -5 | 0 | -3 | -24
Cc1ccc(C)c(NC(=O)c2cc[n+](C)cc2)c1 | -9 | -6 | i | -12 | -4 | -7 | -1 | -129 | -2
Cc1ccccc1OCC(=O)N(CC(C)C)c1c(N)n(CC(C)C)c(=O)[nH]c1=O | -4 | 5 | i | -3 | -12 | 2 | 0 | -4 | -24
C/C=C/Cn1cccc(C(=O)Nc2ccc(OC)cc2)c1=O | -3 | -2 | i | 10 | 10 | -1 | 0 | 5 | -2
COc1ccccc1C(O)Cc1nc2ccccc2n1C (configuration not stated) | -3 | -3 | i | 14 | 1 | 2 | 3 | -3 | -6
O=C(Nc1ccccc1)N1CC=C(c2ccc(F)cc2)CC1 | 1 | -3 | i | -1 | -1 | -1 | 2 | 8 | -10
O=C1NNC(c2ccccc2)=N/C1=C\c1ccco1 | -3 | -4 | i | 18 | -13 | -6 | 1 | -1 | -26

Three compounds out of the list, ordered by molecular weight, ascending:
smiles | FAS TE block | bovine MsrA act | Neddyl block | SKN-1 block | E coli Lon inh | MT1-MMP act inh | Rin1-Abl PPI inh | PABP1 MLLE inh | NRP1-CendR mod
Cc1ccc(C)c(NC(=O)c2cc[n+](C)cc2)c1 | -9 | -6 | i | -12 | -4 | -7 | -1 | -129 | -2
O=C1NNC(c2ccccc2)=N/C1=C\c1ccco1 | -3 | -4 | i | 18 | -13 | -6 | 1 | -1 | -26
CC(C)Cn1c(SCc2nnc(-c3cccs3)o2)nc(O)cc1=O | -1 | -4 | i | 19 | 9 | -9 | 1 | 9 | -5

The list continues.
smiles | FAS TE block | bovine MsrA act | Neddyl block | SKN-1 block | E coli Lon inh | MT1-MMP act inh | Rin1-Abl PPI inh | PABP1 MLLE inh | NRP1-CendR mod
O=C(c1ccc2c3c(cccc13)CC2)C1CCCN(C(=O)c2cccnc2)C1 (configuration not stated) | -10 | -3 | i | 5 | -6 | 2 | -4 | -3 | -6
CN(Cc1ccc(F)cc1)C(=O)C(c1ccccc1)c1ccccc1 | 13 | -2 | i | -1 | 8 | -4 | 2 | 1 | -3
Cc1cc(OCc2nnc(SCC(=O)OC3CCCCC3)o2)ccc1Cl | 23 | 1 | i | -9 | -12 | 1 | 3 | 5 | 17
O=c1c2c(-c3cccc([N+](=O)[O-])c3)ccnc2[nH]n1-c1ccccc1 | 15 | -11 | i | -8 | -5 | 9 | -2 | -32 | 5
O=C(CN1C(=O)NC2(CCCCCCC2)C1=O)NC1CCCc2ccccc21 (configuration not stated) | -14 | -6 | i | 11 | -11 | 0 | -1 | -15 | 8
Cc1cc(/C([O-])=C(/C(=S)Nc2ccc(F)cc2)[n+]2ccccc2)c(C)n1Cc1ccccc1Cl | -3 | -5 | i | 8 | 3 | 1 | 1 | -38 | -12
CC[C@]12c3[nH]c4cc(CCC(=O)N(C)C)ccc4c3CCN1C(=O)[C@@H](CC(=O)NCCCn1ccnc1)C[C@@H]2C(=O)N1CCN(C(=O)c2ccco2)CC1 | -8 | -4 | i | -8 | -1 | 5 | 1 | 11 | 8
Cc1ccc(CNC(=O)Cc2ccc(NC3=NC4CS(=O)(=O)CC4S3)cc2)cc1 (configuration not stated) | -5 | -3 | i | -6 | -13 | -3 | 10* | -110 | 6
Cc1ccc(CNC(=O)CCNS(=O)(=O)c2ccc(Br)s2)cc1 | -3 | -8 | i | 12 | 3 | -1 | 3 | 8 | -4
CSc1ccc(CN(C)C(=O)CNC(=O)CNS(=O)(=O)c2ccc(C)c(C)c2)cc1 | 1 | -1 | i | 4 | -6 | 6 | -1 | 9 | 8
C=C1C(=O)[C@]23C[C@H]1CCC2[C@@]1(C)C(C[C@@H]3O)[C@](C)(C(=O)O)CC[C@@H]1O (some centres not stated) | -10 | -10 | i | 18 | -8 | 1 | 3 | 23 | 13
CCN1C(=O)[C@H]2[C@@H](c3ccccc3)N[C@]3(CCCN(Cc4ccc(C)cc4)C3=O)[C@H]2C1=O | -7 | -2 | i | 5 | 4 | 0 | -2 | 1 | -6
Cc1ccc(C(=O)N2CCN(C(=O)c3ccc(C)cc3)C2)cc1 | -4 | -1 | i | -19 | 6 | 1 | -2 | 0 | -1
Cc1nnc(SCC(=O)NCc2ccccc2)n1-c1ccccc1 | -4 | 0 | i | 33 | -2 | -8 | -1 | 8 | -2
C/C(=N\NC(=O)c1ccc(CSc2nc(C)cc(C)n2)cc1)c1ccco1 | 0 | -3 | i | 11 | 4 | 3 | -2 | 7 | -8
CC1(C(=O)NS(=O)(=O)Cc2ccccc2C(F)(F)F)CCN1C(=O)c1cccc(F)c1 (configuration not stated) | -8 | -11 | i | 15 | 0 | 0 | 2 | -2 | -22
CCOc1ccc(NC(=NCc2ccc3c(c2)OCO3)SC2CC(=O)N(c3ccc(OCC)cc3)C2=O)cc1 (configuration not stated) | 24 | -11 | i | -7 | -2 | -1 | 2 | -8 | -4
Cc1ccc(OCC(=O)NNC(=O)Nc2ccc(Cl)cc2)c(Br)c1 | -5 | -2 | i | -9 | 6 | 13 | 1 | -8 | -2
COc1ccccc1CN(CC(=O)NCc1ccc2c(c1)OCO2)C(=O)c1csnn1 | -2 | -1 | i | 6 | 0 | 0 | 1 | 5 | 16
Cc1ccc(S(=O)(=O)N(CC(=O)NCc2cccnc2)C2CCCCC2)cc1 | -3 | 0 | i | -9 | -3 | -3 | 3 | 0 | 8
COc1ccc(N2CCN(C(c3nnnn3CCc3ccccc3)C(C)C)CC2)cc1 (configuration not stated) | 26 | 2 | i | -28 | -7 | -4 | 3 | -25 | -6
OCCN1CCN(CCO)C1=S | -6 | -3 | i | -10 | 1 | 2 | 1 | 11 | 13
CCN(CC)CCN(C(=O)CN1C(=O)CCC1=O)c1nc2cc3c(cc2s1)OCO3 | -2 | -1 | i | 0 | 7 | 4 | 1 | -12 | -6
OCCCNC(=S)NC1CCCC1 | -5 | -2 | i | -2 | 1 | 1 | 0 | -33 | 4
CCOC(=O)N1CCC(NC(=O)c2ccc3c(c2)ncn3C2CCCC2)CC1 | -9 | -3 | i | 1 | 10 | 8 | 3 | 11 | 10
CC1=CC=CC2=NC(=O)CC(C)(C(=O)N(CC(=O)NC3CCCC3)c3ccc(F)cc3)N12 (configuration not stated) | -3 | -3 | · | 7 | -3 | 2 | 0 | 4 | 7
COc1ccc(/C(O)=C2/C(=O)C(=O)N(CCN(C)C)C2c2ccccc2)cc1Cl (configuration not stated) | -1 | 1 | i | -1 | -4 | 1 | -9 | -8 | 5
CC(=O)N/C(=C/c1ccc2c(c1)OCO2)C(=O)O | -3 | 0 | i | -4 | -3 | 4 | 4 | 7 | -6
CSc1ccc(CN(C)C(=O)c2ccc(S(=O)(=O)Nc3c(C)n(C)n(-c4ccccc4)c3=O)cc2)cc1 | 8 | -2 | i | -6 | -3 | -1 | 1 | 1 | -6
O=S(=O)(Nc1cccc(S(=O)(=O)N2CCCC2)c1)c1ccc(Br)cc1 | 4 | -1 | i | -2 | 10 | -2 | 4 | -3 | 4
CCOc1cc(C)c(S(=O)(=O)N2CCCC2)cc1C | 0 | -1 | i | -19 | 1 | -2 | -5 | 5 | 3
CCCn1c(N)c(C(=O)CSc2nc3ccccc3c(=O)n2-c2ccc(OC)cc2)c(=O)[nH]c1=O | -1 | -5 | i | -10 | 2 | 2 | 0 | -19 | -25
O=S1(=O)N=C(N/N=C/c2ccc(Br)o2)c2ccccc21 | -2 | -4 | i | 19 | -12 | 2 | -2 | 7 | 5
O=C(Nc1cccc(Cl)c1)c1nc[nH]c1C(=O)N1CCc2ccccc2C1 | -4 | -1 | i | -7 | -25 | 12 | 1 | 12 | 6
Cc1cc(O)c(C(=O)/C=C/c2ccccc2O)c(=O)o1 | -4 | 0 | i | 7 | -22 | -8 | 3 | -36 | -33
CNC(=S)NCCc1ccc(OC)cc1 | -10 | -5 | i | 1 | -5 | 2 | 3 | -70 | -3
